SIAH1 antagonists – blockers of Siah-1 interaction with plectin peptide – biochemical, fluorescence polarization, rhodamine-plectin, uHTS, primary screen (AID 1817); one-dose displacement, % at 20 µM; IC50 in µM for titrated hits; Siah-1 / rhodamine-plectin peptide fluorescence polarization; higher % means a stronger effect; 0.02% of 290,000 active;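 active = displacement of at least 50% at 20 µM, with a fluorescence ratio check between 0.3 and a set limit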;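 note: plate controls were Siah plus tracer with DMSO for no effect and tracer alone without Siah for full effect; strong numbers were not always called active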
Salmonella PhoP GFP – PhoP-dependent GFP reporter repression – Salmonella Typhimurium, primary screen (AID 1863) | S. Typhimurium PhoP-regulated promoter GFP reporter, 4 h; higher % means a stronger effect | inhibition, % at 50 µM, or IC50 in µM where a hit was titrated | 0.16% of 300,000 active;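 active = inhibition over 29.93%, a cutoff 3 SD above the screen mean, later confirmed by dose response; inconclusive = inhibition over 29.93% but no dose response follow-up; inactive = inhibition at most 29.93% or unconfirmed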;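 note: 0% = low Mg2+ inducing control and 100% = high Mg2+ repressing control; strong numbers were not always called active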
HIV fusion peptide – cell-free HIV fusion peptide-binding blockers – biochemical, uHTS, fluorescence dequenching, primary screen (AID 1986); inhibition, % at 20 µM; hits with a dose series show IC50 in µM; cell-free peptide binding, fluorescence dequenching, 30 min; higher % means a stronger effect; 0.3% of 290,000 active; in the data active = inhibition mostly above about 52%, no sharp cut-off; inactive = mostly below about 76%; note: some results filed as inactive read as strong as hits
KOR beta-arrestin-1 – KOR antagonists, beta-arrestin recruitment, cell-based, luminescence, uHTS (AID 1778); KOR beta-arrestin recruitment, luminescence, antagonist mode; higher % means a stronger effect; 0.091% of 290,000 active; one-dose inhibition, % at 10 µM; IC50 in µM for titrated hits; note: strong numbers were not always called active
HEK293 NOD2/NF-kB – inhibition of NOD2-driven NF-kB reporter – cell-based, luminescence, uHTS, HEK293 (AID 1566). 0.63% of 290,000 active. inhibition, % at 4 µM, or EC50 in µM where a hit was titrated. HEK293 NOD2/NF-kB luciferase reporter, luminescence; higher % means a stronger effect; note: many of its hits are not listed in these tables
Myeloid diff MLP – promotes myeloid progenitor differentiation; ER-HoxA9 myeloid progenitors, lysozyme-GFP differentiation, flow cytometry; calls only at 10 µM; 1% of 360,000 active; AID 624256;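 active = normalized GFP-positive differentiation at or above the plate's own cutoff, the solvent-only control mean plus 3 SD; inconclusive = no clear call, values can overlap the other calls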;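 note: cells exposed to compound for four days before flow analysis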
LYP inhibition – inhibitors of LYP phosphatase, biochemical, fluorescence intensity, uHTS (AID 1779) | recombinant LYP phosphatase, fluorescence intensity; higher % means a stronger effect | 0.054% of 290,000 active | inhibition, % at 11.5 µM, or IC50 in µM where a hit was titrated;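 note: plate controls were vehicle with enzyme for no effect and no enzyme for full effect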
KOR beta-arrestin-2 – KOR agonists, beta-arrestin recruitment, primary screen, cell-based, luminescence, uHTS (AID 1777). KOR beta-arrestin recruitment, luminescence; higher % means a stronger effect. one-dose activation, % at 10 µM; EC50 in µM for titrated hits. 0.02% of 280,000 active; in the data active = activation above about 50%, passing the limit was not always enough; note: a part of the inactive calls stands beside numbers as strong as those of hits
NOD1 NF-kB reporter – NOD1 signaling inhibitors, primary screen, cell-based, luminescence, uHTS (AID 1578) | NOD1-driven NF-kB luciferase reporter cells, luminescence; higher % means a stronger effect | inhibition, % at 4 µM; hits with a dose series show EC50 in µM | 1% of 290,000 active; in the data active = inhibition mostly above about 36%, no sharp cut-off; inactive = mostly below about 34%;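 note: HEK-293T reporter cells stimulated with the NOD1 agonist gamma-tri-DAP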
Myeloid diff MLP GFP+ MAC1+ % – second read-out of Myeloid diff MLP, no call of its own (marks repeat the call); GFP+ MAC1+ double positive, %; measured here: differentiation confirmed by MAC1 staining
* hit, by the source's call; i = inactive; ? = inconclusive; . = not tested or not shown; [ ] = dose if it differs, or a comment. Cut-off read from the data, not from the text of the source, unless noted: active = inhibition above about 50%; inactive = the rest.

Start of the data: the first 2 compounds as a preview:
SMILES | SIAH1 antagonists | Salmonella PhoP GFP | HIV fusion peptide | KOR beta-arrestin-1 | HEK293 NOD2/NF-kB | Myeloid diff MLP | Myeloid diff MLP GFP+ MAC1+ % | LYP inhibition | KOR beta-arrestin-2 | NOD1 NF-kB reporter
C[C@H](NC(=O)c1ccco1)C(=O)Nc1ccc(C#N)cc1 | -0.9% | 2.2% | -2.2% | -3.0% | -3.7% | i | 0.0 | -4.1% | 1.4% | -14.8%
CCCC[C@H]1COCCS(=O)(=O)N1Cc1ccc(C)cc1 | 5.1% | . | -1.1% | -28.5%[20 µM] | 8.9% | i | 2.9 | -13.2% | -0.5% | 45.9%

All compounds of this part, from the first entry:
SMILES | SIAH1 antagonists | Salmonella PhoP GFP | HIV fusion peptide | KOR beta-arrestin-1 | HEK293 NOD2/NF-kB | Myeloid diff MLP | Myeloid diff MLP GFP+ MAC1+ % | LYP inhibition | KOR beta-arrestin-2 | NOD1 NF-kB reporter
C[C@H](NC(=O)c1ccco1)C(=O)Nc1ccc(C#N)cc1 | -0.9% | 2.2% | -2.2% | -3.0% | -3.7% | i | 0.0 | -4.1% | 1.4% | -14.8%
CCCC[C@H]1COCCS(=O)(=O)N1Cc1ccc(C)cc1 | 5.1% | . | -1.1% | -28.5%[20 µM] | 8.9% | i | 2.9 | -13.2% | -0.5% | 45.9%
O=C(CSc1ccccc1)Nc1ccc(N2CCOCC2)c(F)c1 | -2.3% | 2.7% | 0.5% | -37.0% | -25.7% | i | 1.0 | -10.6% | 9.6% | -13.6%
Cc1ccc(S(=O)(=O)N2CCC(=O)N(CCOCc3ccccc3)CC2)cc1 | -4.3% | -6.6% | -0.7% | 9.9% | 0.0% | i | 1.2 | -4.2% | -0.2% | -32.8%
CCOc1cc(Br)c(CC(=O)NC2CCCCCC2)cc1OCC | 5.0% | -5.0% | -1.6% | 15.9% | 31.5% | i | 1.3 | -1.8% | -0.8% | 3.5%
CNC(=O)CS(=O)CC(=O)Nc1cc(OCCOC)c(Cl)cc1Cl (stereo not drawn) | 16.1% | 2.4% | -0.3% | -15.5% | -1.7% | i | 0.0 | -3.9% | 1.6% | -34.5%
Cc1nc(C(=O)Nc2ccc(Cl)cc2Cl)nn1-c1cc(OC(C)C)c(Cl)cc1Cl | 2.4% | -6.4% | 0.6% | -19.6% | -19.5% | i | 1.5 | 8.4% | 2.8% | 11.3%
O=C(c1ccccc1)c1nccn1-c1ccc(Cl)nn1 | 16.1% | 1.0% | -1.4% | 15.7% | 7.5% | i | 0.0 | -10.1% | -2.7% | -9.8%
O=c1cc(N2CCCCC2)c(-c2ccccc2)nn1Cc1ccc(Cl)cc1 | 1.6% | -9.9% | -3.3% | -11.0% | -40.4% | i | 0.5 | 1.2% | -0.7% | 7.9%
COc1ccc(N2CCN(C(=O)C3(C)CC3(Cl)Cl)CC2)cc1 (stereo not drawn) | 7.1% | -14.0% | 1.4% | 13.7% | 9.0% | i | 0.5 | -0.7% | 1.8% | -3.1%
Cc1nnc2ccc(-c3cccc(NC(=O)c4ccc(Cl)nc4)c3)nn12 | -3.9% | 3.5% | -0.5% | 14.9% | -9.1% | i | 0.2 | -9.1% | -2.9% | -25.0%
O=C(CCCc1ccccc1)c1ccccc1 | -4.5% | -3.4% | -2.5% | -30.3% | -48.4% | i | 0.3 | -9.3% | 2.3% | -14.7%
O=C(CS(=O)(=O)c1cn(CC(=O)N2CCOCC2)c2ccccc12)Nc1ccccc1F | -6.7% | -1.9% | -1.0% | 30.8% | 1.5% | ? | . | -2.2% | -7.9% | -14.2%
O=C(NCc1ccc(F)cc1)c1ccc(CNc2c(N3CCOCC3)c(=O)c2=O)cc1 | -1.8% | -12.6% | 2.6% | -6.8% | 16.4% | i | 1.3 | -5.7% | 0.3% | 4.0%
CCN(CC(=O)Nc1ccc(NC(C)=O)cc1)C(=O)COc1ccc(C(=O)c2ccccc2)cc1 | 2.1% | -3.7% | 1.6% | 4.8% | 8.2% | i | 0.2 | 0.4% | 1.5% | -15.4%
COc1ccc(C2CC(=O)c3sc(N)nc3C2)cc1 (stereo not drawn) | 2.1% | -1.3% | 1.2% | 26.0% | -1.2% | i | 0.6 | -4.7% | 5.8% | -3.6%
O=C(CSCc1cc(=O)[nH][nH]1)Nc1ccc(F)cc1 | -1.6% | -5.4% | 4.1% | -22.0% | -0.8% | i | 0.1 | -2.3% | 6.6% | -13.9%
CC(=O)Nc1nc2c(ccc3ccccc32)s1 | 5.2% | -5.0% | -1.0% | -31.8%[20 µM] | -43.6% | i | 0.4 | -1.9% | 0.5% | -38.0%
CC(C)Cc1nc2oc3c(Cl)ncnc3c2c2c1CCCC2 | -4.6% | -1.5% | 0.3% | . | 0.5% | i | 0.3 | -4.0% | -0.6% | -1.2%
COc1ccc(NC(=O)[C@H](NC(=O)[C@@H]2Cc3ccccc3CN2)c2ccccc2)cc1 | 8.8% | -3.5% | 0.4% | 9.2% | 0.1% | i | 3.2 | -0.2% | -1.0% | -19.4%
CCC(C(=O)N1CCN(c2cccc(Cl)c2)CC1)c1ccccc1 (stereo not drawn) | -0.1% | -0.6% | 0.3% | 1.1% | -7.2% | i | 3.1 | 2.5% | 1.3% | -15.6%
O=C(COC(=O)c1cc(-c2ccccc2)nc2ccccc12)Nc1ccc2c(c1)OCO2 | 2.1% | -3.5% | -1.9% | 26.7% | -24.9% | i | 0.2 | 4.0% | -1.2% | -30.0%
CCOC(=O)c1c(-c2ccccc2)oc2ccc(O)cc12 | 3.9% | 0.0% | 2.3% | -5.6%[20 µM] | 6.1% | i | 0.4 | -4.2% | -3.6% | 16.1%
COc1ccc(C(=O)NCCCNC(=O)c2ccc(C)nc2)cc1 | -7.1% | 8.6% | 1.6% | -37.6% | -12.2% | i | 0.4 | -10.6% | 1.4% | 24.8%
O=C(Nc1ccccc1)C1=C(O)CC(c2ccco2)CC1=Nc1ccccc1 (stereo not drawn) | -8.5% | -2.1% | 37.1% | -22.3% | -3.6% | i | 0.0 | 4.2% | 4.8% | -0.5%
CC(=O)Cn1cnc2c(sc3nc(C)cc(C)c32)c1=O | 8.5% | -10.2% | -0.7% | 22.5% | -14.2% | i | 1.1 | -5.3% | 5.8% | -6.4%
O=C(CN1CCCC1)Nc1c2c(nc3ccccc13)N(Cc1ccccc1)CC2 | 2.8% | 8.0% | -2.1% | -41.0% | -8.3% | i | 8.1 | -4.9% | -1.9% | 23.5%
CC(C)C1=CC2=CCC3C(C)(C(=O)O)CCCC3(C)C2CC1 (stereo not drawn) (tested in a mixture with another compound) | -4.9% | 8.7% | 0.5% | 0.7% | 15.6% | . | . | -8.3% | -1.8% | -4.9%
O=C(N=C1SC2CS(=O)(=O)CC2N1c1ccc(F)cc1)C1CCCCC1 (stereo not drawn) | 2.7% | 5.9% | 0.5% | 1.4% | 3.2% | i | 0.0 | -6.9% | -4.5% | -18.9%
Cc1ccnc(NS(=O)(=O)c2ccc(NS(=O)(=O)Cc3ccccc3)cc2)n1 | -3.1% | -10.5% | 1.5% | -32.3% | -5.5% | i | 0.8 | -2.6% | 0.8% | -25.8%
Cc1[nH]c2ccccc2c1C1=NNC(=Nc2ccc(F)cc2)SC1 | -13.8% | 38.6% | 1.1% | 8.3% | 15.9% | i | 0.2 | -6.6% | -2.5% | -15.8%
CCn1cc(CNC(=O)c2c(-c3c(Cl)cccc3Cl)noc2C)c(C)n1 | 1.5% | -5.3% | -0.4% | -15.7% | 10.4% | i | 0.6 | -3.6% | -5.6% | -8.4%
CCCOc1ccc(NC2=CC(=O)CC(C)(C)C2)cc1 | 2.0% | -0.2% | -1.7% | -27.8% | -1.0% | i | 1.1 | -0.4% | -1.0% | -38.4%
COc1ccc(Cl)cc1NC(=O)CN(C1CCCCC1)S(C)(=O)=O | 6.1% | 10.2% | -0.7% | 43.7% | -11.9% | i | 0.8 | 1.3% | 3.7% | -23.4%
C/C(CC(=O)Nc1ccc(Cl)c(C(F)(F)F)c1)=N\NC(=O)c1ccccc1O | -4.0% | 34.7% | 26.3% | -12.9% | -3.0% | i | 0.2 | -5.3% | 6.9% | -16.7%
Cc1ccc(S(=O)(=O)N2CCN(C(=O)CSc3nncs3)CC2)cc1 | -7.6% | -1.4% | -1.4% | 22.8% | -9.3% | i | 0.2 | -9.4% | 1.1% | -9.6%
CC(=O)Nc1ccc(N=Cc2c(O)ccc3ccccc23)cc1 | -0.3% | -5.3% | 26.2% | -6.4% | 5.1% | i | 0.7 | 1.8% | -2.5% | -20.0%
COC(=O)c1cc(NC(=S)N2CCN(C(=O)C3CCCO3)CC2)cc(C(=O)OC)c1 (stereo not drawn) | 7.4% | -4.0% | 0.6% | -12.2% | 9.0% | i | 0.7 | -5.6% | -1.4% | -23.5%
Cc1[nH]c(C)c(S(=O)(=O)N2CCN(c3cccc(Cl)c3)CC2)c1C(=O)N1CCCC1 | -1.7% | 0.0% | -1.2% | -9.6% | 21.5% | i | 0.0 | -10.5% | -0.2% | 4.4%
COCCOC(=O)C1=C(C)Nc2nc(C)nn2C1c1ccc(F)cc1 (stereo not drawn) | -1.9% | 0.4% | -3.2% | 24.4% | 2.7% | i | 2.5 | -0.2% | -3.4% | .
Cc1ccc(C2/C(=C(\O)c3c(C)nc4ccccn34)C(=O)C(=O)N2CCN(C)C)o1 (stereo not drawn) | 2.4% | -3.2% | 1.3% | 17.8% | 6.8% | i | 0.6 | -5.8% | 5.5% | -11.7%
C[C@]12C(=O)N(c3ccc(Cl)cc3)C(=O)N1[C@H]1c3ccccc3OC[C@@H]1[C@H]2c1ccccc1 | -4.1% | . | -1.2% | -2.3%[20 µM] | 13.4% | i | 1.7 | -4.5% | . | -3.7%
CCN(CC)C(=O)COC(=O)c1cc(-c2ccco2)nc2ccccc12 | 36.9% | -7.6% | 34.9% | -13.3% | -4.5% | i | 1.1 | 9.0% | -1.2% | -9.2%
O=C(COc1ccccc1Cl)Nc1ccc(C(=O)O)cc1NC(=O)COc1ccccc1Cl | -0.8% | -6.3% | 6.7% | -7.1% | 14.0% | i | 1.1 | -7.7% | 9.2% | 13.7%
CC(C)C(=O)N1CCN(c2ccc(NC(=S)NC(=O)c3cc4ccccc4o3)cc2)CC1 | 2.8% | 1.9% | -1.0% | -32.3% | 14.0% | ? | . | 4.7% | 4.7% | -10.2%
CCc1ccccc1NNC(=O)CCc1ccccc1 | 3.5% | -9.3% | 0.5% | 13.6% | -2.5% | i | 0.3 | -0.8% | -1.1% | -15.8%

This is a subset; rates above refer to the full screens.
